# GIRK2 act: activators of NPY4-receptor-primed GIRK2 channels, summary, cell-based, HEK293, thallium flux; G protein-activated inward rectifier potassium channel 2 (Homo sapiens), P48051; HEK293 GIRK2/NPY4 cells, thallium flux fluorescence; activation (% efficacy), % for hits at 37.5 µM; 34,000 tested, under 10 active;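 active means primary screen hit, no activity in plain HEK293 cells, and in GIRK2-only cells above 5% efficacy rising with concentration; inactive means the rest, including fluorescent compounds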;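 further: efficacy is normalized control-subtracted fluorescence 15 s after thallium addition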
# Target sequence (P48051 whole entry, looked up): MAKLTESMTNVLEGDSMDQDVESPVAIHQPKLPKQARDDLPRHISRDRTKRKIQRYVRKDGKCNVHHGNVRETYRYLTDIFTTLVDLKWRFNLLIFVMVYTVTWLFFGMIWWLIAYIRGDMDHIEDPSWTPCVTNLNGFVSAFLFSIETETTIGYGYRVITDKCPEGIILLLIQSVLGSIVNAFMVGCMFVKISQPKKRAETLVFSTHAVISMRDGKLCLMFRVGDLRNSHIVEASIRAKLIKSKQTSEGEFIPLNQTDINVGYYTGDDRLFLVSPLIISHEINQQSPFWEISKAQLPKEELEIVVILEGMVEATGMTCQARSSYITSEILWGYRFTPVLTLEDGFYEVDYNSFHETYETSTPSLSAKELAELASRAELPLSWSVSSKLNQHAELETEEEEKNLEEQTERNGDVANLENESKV
# Calls only; i = inactive.
# Preview (four entries):
SMILES,GIRK2 act
O=C(COc1ccc(S(=O)(=O)N2CCOCC2)cc1)NC1CCCCC1,i
CCOC(=O)CCC(=O)Nc1cccc(-c2cnc3n2CCC3)c1,i
CCc1cccc(CC)c1NC(=O)/C=C/c1ccc(OC)cc1OC,i
CSc1ccccc1NC(=O)C(=O)NCCN1CCC(c2cccs2)CC1,i

# All compounds of this part, from the first entry:
SMILES,GIRK2 act
O=C(COc1ccc(S(=O)(=O)N2CCOCC2)cc1)NC1CCCCC1,i
CCOC(=O)CCC(=O)Nc1cccc(-c2cnc3n2CCC3)c1,i
CCc1cccc(CC)c1NC(=O)/C=C/c1ccc(OC)cc1OC,i
CSc1ccccc1NC(=O)C(=O)NCCN1CCC(c2cccs2)CC1,i
COCCNC(=O)c1nnn(-c2ccccc2)c1CSc1ncccn1,i
Cn1cccc1C(CNS(=O)(=O)c1cccs1)N1CCc2ccccc2C1 (stereo not given),i
Cc1cc(C(=O)N2CCN(C)CC2)nn1CC(=O)N1CCN(c2ccccc2F)CC1,i
O=C1Cc2cc(NC(=O)NCc3cccs3)ccc2N1,i
COc1ccc(CCC(=O)Nc2cc(C)nn2-c2nc3c(cnn3-c3cccc(C)c3C)c(=O)[nH]2)cc1,i
Cn1cccc1C(O)CNC(=O)c1ccco1 (stereo not given),i
CCCCNC(=O)c1nnn(-c2ccc(OC)cc2)c1C,i
COc1cc(C(=O)NCC(=O)N2CCOC(c3ccccc3)C2)cc(OC)c1OC (stereo not given),i
COc1ccccc1CCNC(=O)C(=O)Nc1cc(F)ccc1F,i
COc1ccc(CCNC(=O)c2csc(NS(=O)(=O)c3cccs3)n2)cc1,i
Cn1ccnc1N1CCN(C(=O)C2CCCCC2)CC1,i
CS(=O)(=O)NCC1CCN(C(=O)Oc2ccccc2)CC1,i
CS(=O)(=O)c1ccc2nc(NCC3CCCO3)sc2c1 (stereo not given),i
O=c1n(CCOc2ccccc2)nc2ccc(S(=O)(=O)N3CCCCCC3)cn12,i
O=C(NCC(O)(c1ccccc1)C(F)(F)F)c1cc(-c2ccccc2)on1 (stereo not given),i
Cc1cc(-n2c(C)nc3ccccc3c2=O)ccc1NC(=O)Nc1cc(F)ccc1F,i
CS(=O)(=O)c1cccc(C(=O)Nc2nnc(CCS(=O)(=O)c3ccccc3)o2)c1,i
O=C(COc1ccc(Cl)cc1Cl)NCC1CCN(C(=O)c2ccccc2F)CC1,i
O=C(Nc1c2c(nn1-c1ccc(F)cc1)CS(=O)(=O)C2)C(=O)NC1CCCCCC1,i
CC(C)S(=O)(=O)c1cccc(C(=O)Nc2ccc(Br)cc2)c1,i
Cc1ccc2c(c1)NC(SCC(=O)Nc1ccc(C)c(Cl)c1)=NS2(=O)=O,i
COCCCNC(=O)C(=O)Nc1c2c(nn1-c1ccc(C)cc1C)CSC2,i
CC(C)c1ccc(NC(=O)C(=O)NCC(c2cccn2C)N2CCOCC2)cc1 (stereo not given),i
COc1ccc(Cl)cc1C(=O)NCCN1CCOC(c2ccccc2)C1 (stereo not given),i
COc1ccc(S(=O)(=O)CCC(=O)Nc2ccc(C)cc2C(=O)c2ccccc2)cc1,i
CSc1ccc(CC(=O)Nc2nnc(-c3cc(C)n(C)n3)o2)cc1,i
COc1ccc(C(=O)Nc2cc3c4c(c2)CC(=O)N4CCC3)cc1OC,i
COc1ccc(NC(C)=O)cc1NC(=O)CCCn1nc(-c2ccco2)ccc1=O,i
COc1ccc(CCNC(=O)CN2CCC(c3nnc(C(C)C)o3)CC2)cc1OC,i
O=c1nc(SCc2cccc([N+](=O)[O-])c2)c2c(n1CCCO)CCC2,i
O=C(NCCCSc1nc2ccccc2o1)Nc1ncccn1,i
O=c1ccc(-c2ccccc2)nn1CCCNS(=O)(=O)Cc1ccccc1,i
O=S(=O)(NCC(O)(c1ccccc1)C(F)(F)F)c1ccc2c(c1)CCCC2 (stereo not given),i
Cc1ccc(-c2ccc(OCCNC(=O)Cc3ccc(Br)cc3)nn2)cc1,i
Cc1nn(-c2ccccc2)c2ncc(C(=O)N3CCN(Cc4ccccc4)CC3)c(Cl)c12,i
Cc1ccc2c(CC(=O)N3c4ccc(F)cc4CCC3C)cc(=O)oc2c1 (stereo not given),i
COc1ccc(-c2cc(CC(=O)NC(C)c3ccccc3)no2)cc1OC (stereo not given),i
COc1ccc(-c2csc(-n3nc(C)cc3NC(=O)CSCc3ccccc3)n2)cc1OC,i
O=C1CC(c2nc(-c3ccccn3)no2)CN1c1cccc(Cl)c1 (stereo not given),i
CCc1cccc2sc(N(Cc3ccccn3)C(=O)c3c(C)cnn3C)nc12,i
CC(C)Oc1ccc(NC(=O)c2cccc(Cl)c2)cc1,i
COc1ccc(C(CNC(=O)C(=O)Nc2cc(C)nc3ccccc23)N2CCOCC2)cc1 (stereo not given),i
O=C(Cc1csc(SCC(=O)c2ccccc2)n1)Nc1nccs1,i
Cc1ccccc1N1CC(c2nc3ccccc3n2CC(O)COc2c(C)cccc2C)CC1=O (stereo not given),i
Cc1cccc(NC(=O)CN2CCN(c3nccn3-c3ccccc3F)CC2)c1C,i
O=C(Cn1ccc2ccn(Cc3ccccc3)c2c1=O)Nc1ccccc1,i
CC(=O)N1CCc2ccc(NC(=O)c3cccc(Br)c3)cc21,i
O=S(=O)(CCCOc1ccc2c(c1)OCO2)NCC1CCCCC1,i
O=C(Nc1ccc2c(c1)CN(C(=O)c1ccco1)CC2)c1cnccn1,i
CC(=O)Nc1ccc(C(=O)NCCNC(=O)c2sc(-c3ccccc3)nc2C)cc1,i
CCn1nc(C(=O)N(CC2CCCO2)c2nc3cc(OC)ccc3s2)cc1C (stereo not given),i
CCOC(=O)c1csc(NC(=O)C2CCN(c3ccc(-c4ccc(Cl)cc4)nn3)CC2)n1,i
CSc1cccc(N2C(=O)N(Cc3cccc([N+](=O)[O-])c3)C3CS(=O)(=O)CC32)c1 (stereo not given),i
COc1ccc(SCC2CCN(C(=O)Nc3ccccc3C)CC2)cc1,i
CCOc1ccc(CC(=O)N2CCN(C(=O)c3cnn4ccccc34)CC2)cc1,i
Cc1nc(C)c(CC(=O)NCCn2nc(-c3ccco3)ccc2=O)s1,i
# Continued.
SMILES,GIRK2 act
O=C(NCC1(c2cccs2)CC1)Nc1c(F)cccc1F,i
Cn1nc(-c2cccc(NS(=O)(=O)c3ccc4ccccc4c3)c2)ccc1=O,i
Cn1nc(NC(=O)c2cccn(C)c2=O)c2c1NC(=O)CC2c1ccco1 (stereo not given),i
Cc1cccc(NC(=O)CCc2c(C)nn(-c3nc(C)cc(=O)[nH]3)c2C)n1,i
Cc1nc2ccc(NC(=O)C3CCCCN3S(C)(=O)=O)cc2s1 (stereo not given),i
Cc1nc2ccccn2c1C(=O)NCC(O)(c1ccccc1)C(F)(F)F (stereo not given),i
CC1Cc2cc(-c3cc(CC(=O)NCCCn4ccnc4)no3)ccc2O1 (stereo not given),i
CC(=O)Nc1ccc(OCC(O)CN2CCC(Cc3ccccc3)CC2)cc1 (stereo not given),i
CC(C)S(=O)(=O)c1ccc(CC(=O)NC2CC(=O)N(C)C2)cc1 (stereo not given),i
COc1cn(CC(=O)Nc2ccccc2C(F)(F)F)c(CSc2ccc(Cl)cc2)cc1=O,i
Cc1nc2nnc(SCc3ccccc3Cl)n2c(C)c1CCC(=O)O,i
CC1Cc2c(NC(=O)CC3CCCC3)nn(C)c2NC1=O (stereo not given),i
COc1ccc(CNC(=O)NCC(O)c2cccn2C)cc1OC (stereo not given),i
O=C(Nc1nnc(-c2ccc(Br)s2)o1)C1CCCCC1,i
O=C(NCCc1c[nH]c2ccccc12)c1csc(Nc2ccccc2)n1,i
O=S(=O)(c1cccc(C(F)(F)F)c1)N(Cc1ccsc1)Cc1ccccn1,i
CSc1ccccc1NC(=O)C(=O)NCCn1nc(C)cc1C,i
COc1cccc(-c2nnc3ccc(OCCNC(=O)CC(C)(C)C)nn23)c1,i
COc1ccccc1C1(CNC(=O)c2nc3ccccc3s2)CCOCC1,i
Cc1nc(Nc2ccc(NC(=O)c3ncccn3)cc2)cc(N(C)C)n1,i

# An excerpt of these results, as labelled records:
molecule: CC1Cc2c(NC(=O)CC3CCCC3)nn(C)c2NC1=O (stereo not given)
  GIRK2 act: i
molecule: COc1ccc(CNC(=O)NCC(O)c2cccn2C)cc1OC (stereo not given)
  GIRK2 act: i
molecule: O=C(Nc1nnc(-c2ccc(Br)s2)o1)C1CCCCC1
  GIRK2 act: i

# The results go on.
SMILES,GIRK2 act
CC(C)(C)NC(=O)N1CCN(c2cc(N3CCOCC3)ncn2)CC1,i
CC1(C)CC(=O)C=C(Nc2ccc(OCC(F)(F)C(F)F)cc2)C1,i
COCCCNC(=O)c1cc2c(=O)n(C)c(=O)n(C)c2n1CCOC,i
CN(C)CCCN1C(=O)C(O)=C(C(=O)c2cc3ccccc3o2)C1c1cccc([N+](=O)[O-])c1 (stereo not given),i
O=C(Nc1nccs1)c1ccc(N2CCCCS2(=O)=O)cc1,i
CC(C)S(=O)(=O)c1cccc(C(=O)Nc2ccccc2-c2nc3ccccc3s2)c1,i
Cn1c(COc2ccc3c(c2)OCO3)nnc1SCc1ccccc1,i
COc1ccc(-c2cc(C(=O)NC3CCCC3)c3c(C)nn(C4CCS(=O)(=O)C4)c3n2)cc1 (stereo not given),i
COc1ccc(N2CCCS2(=O)=O)cc1NC(=O)Nc1ccc(F)cc1,i
O=C(O)c1ccc(CSc2nncc3ccccc23)cc1,i
O=C(NCc1ccc(Cl)cc1)N(CCc1ccccc1)Cc1ccccn1,i
O=C(CSCc1ccccc1)NCC1CCN(C(=O)/C=C/c2ccco2)CC1,i
COc1cccc(C(=O)Nc2sc(SCC(N)=O)nc2-c2ccccc2)c1OC,i
CCOc1ccc2ccccc2c1C(=O)NCC(c1cccs1)N(C)C (stereo not given),i
CC(O)(CNC(=O)NCc1ccc(F)cc1)c1ccc(-c2ccccc2)cc1 (stereo not given),i
CC1CCN(S(=O)(=O)c2ccc(-c3nc(C#N)c(N4CCN(c5ccccc5)CC4)o3)cc2)CC1,i
O=C(C1CCN(c2ncnc3c2sc2ncccc23)CC1)N1CCN(c2ccccn2)CC1,i
COCCNC(=O)CSc1nnc(-c2cn(C)nc2OC)n1C,i
Cc1cc(C(=O)N(CCCN2CCOCC2)c2nc3c(C)ccc(Cl)c3s2)on1,i
CC1CC(=O)N(CCOc2cccc3ccccc23)c2ccccc2N1 (stereo not given),i

# Random excerpt: five records from the list.
SMILES,GIRK2 act
Cc1ccccc1N1CC(c2nc3ccccc3n2CC(O)COc2c(C)cccc2C)CC1=O (stereo not given),i
CS(=O)(=O)c1ccc2nc(NCC3CCCO3)sc2c1 (stereo not given),i
COc1ccc(-c2csc(-n3nc(C)cc3NC(=O)CSCc3ccccc3)n2)cc1OC,i
CC(C)(C)NC(=O)N1CCN(c2cc(N3CCOCC3)ncn2)CC1,i
Cc1nn(-c2ccccc2)c2ncc(C(=O)N3CCN(Cc4ccccc4)CC3)c(Cl)c12,i

# Carrying on:
SMILES,GIRK2 act
O=C(c1ccc2c(c1)OCCO2)N(CCCn1ccnc1)c1nc2c(F)cccc2s1,i
COc1ccc(S(=O)(=O)Nc2cc(-c3cn4nc(OC)ccc4n3)ccc2OC)cc1,i
Cc1cc(O)c(C(c2cccc(O)c2)c2c(O)cc(C)n(C)c2=O)c(=O)n1C,i
COC(=O)c1sc2ccccc2c1NC(=O)CSCc1ccccc1,i
O=C(CSc1ccc(NC(=O)c2ccco2)nn1)Nc1ccc(F)c(F)c1,i
COc1ccc2nc(-c3cccc(NC(=O)c4cc(C)cc(C)c4)c3)cn2n1,i
CCOc1ccc(NC(=O)CCc2csc(NC(=O)c3cccs3)n2)cc1,i
COc1cc(C(=O)NCCNC(=O)c2ccc(NC(=O)C3CC3)cc2)cc(OC)c1OC,i
O=C(NCCn1nc(-n2cccn2)ccc1=O)c1ccc(Cn2ccnc2)cc1,i
O=C(NCCN1CCOC(c2ccccc2)C1)C(=O)NC1CCCC1 (stereo not given),i
COc1ccc(OC)c(S(=O)(=O)Nc2ccc3c(c2)N(C(=O)C2CC2)CC3)c1,i
O=C(CSc1ncn[nH]1)Nc1ccc(Cl)cc1,i
CC(C)(C)c1cc(NC(=O)c2ccc3nsnc3c2)n(CCO)n1,i
COc1ccc(-c2csc(NC(=O)C3CCCN(S(C)(=O)=O)C3)n2)cc1C (stereo not given),i
COc1ccc(S(=O)(=O)Nc2cc(C)nn2C2CCS(=O)(=O)C2)cc1C (stereo not given),i
Cc1ccc(Oc2cccc(NC(=O)Cc3noc4ccccc34)c2)nn1,i
O=C(NCCN1CCN(c2ccccn2)CC1)c1cccc(Br)c1,i
O=C(Cc1ccc(NS(=O)(=O)Cc2ccccc2Cl)cc1)NCC(F)(F)F,i
Cc1noc(C)c1CN1CCN(S(=O)(=O)C2CC2)CC1,i
Cc1ccc(Oc2ccc(NC(=O)COc3ccc(Cl)cc3Cl)cc2)nn1,i
CC(=O)N1CCc2c(sc(NC(=O)c3cccc(S(=O)(=O)C(C)C)c3)c2C(N)=O)C1,i
Cc1c(C(=O)NCc2ccco2)c(C(F)(F)F)nn1C(C)C,i
Cc1ccccc1NC(=O)NCC1CCN(C(=O)COc2ccccc2)CC1,i
CS(=O)(=O)N1CCC(C(=O)Nc2nc(-c3ccccn3)cs2)CC1,i
Cc1cc(C)c(OCC(O)CN2CCN(C)CC2)c(C)c1 (stereo not given),i
O=C1COc2ccccc2N1Cc1nc(-c2cccs2)no1,i
COc1ccc2sc(N(CCN3CCOCC3)C(=O)/C=C/c3cccs3)nc2c1,i
Cc1c(C(=O)N2CCN(C)CC2)c(C(F)(F)F)nn1C1CCCC1,i
C=CCn1c(=O)c(C(=O)NCc2cccc(OC)c2)c(O)c2ccccc21,i
CCOC(=O)/C=C/COc1ccc2oc(C)c(C(=O)OC)c2c1,i

# High-throughput results: PubChem, Vanderbilt University

# A portion of the library; the hit share may differ from the screen's.
